HEK293 viab: GF-AFC viability counterscreen for inhibitors of alpha-synuclein gene (SNCA) expression | 150,000 tested, 0.12% active | HEK-293-SNCA-luc viability, GF-AFC fluorescence, 24 h | Potency, µM (highest dose often 57.1 µM), for the others: top-dose activity change, negative = cytotoxicity, actives largely listed as cytotoxic;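 note: potency is the fitted concentration of half-maximal effect; 0% = DMSO-treated cells and -100% = medium-only wells without cells; nearly all actives have a fitted effect of over 30% in size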
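HEK-293-SNCA-luc cells (1500/well) plated 24 h, then exposed 24 h to a dilution series; GF-AFC added 30 min at 37C, fluorescence 405/540 nm; normalised to medium-only and DMSO wells, Hill fit.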
Luciferase inh: Firefly luciferase inhibition profiling of diverse chemical library using quantitative high-throughput screening; Luciferin 4-monooxygenase (Photinus pyralis), P08659; 76,000 tested, 2.5% active; purified P. pyralis luciferase, luminescence, biochemical; Potency, µM (titrated, usually from 115 µM), for inactives: at the highest dose activity change, negative = inhibition, hits mostly inhibitors; AID 1347043, 2019; note: potency is the fitted concentration of half-maximal effect; nearly all actives have a fitted effect of over 65% in size
Target sequence (P08659 whole entry, looked up): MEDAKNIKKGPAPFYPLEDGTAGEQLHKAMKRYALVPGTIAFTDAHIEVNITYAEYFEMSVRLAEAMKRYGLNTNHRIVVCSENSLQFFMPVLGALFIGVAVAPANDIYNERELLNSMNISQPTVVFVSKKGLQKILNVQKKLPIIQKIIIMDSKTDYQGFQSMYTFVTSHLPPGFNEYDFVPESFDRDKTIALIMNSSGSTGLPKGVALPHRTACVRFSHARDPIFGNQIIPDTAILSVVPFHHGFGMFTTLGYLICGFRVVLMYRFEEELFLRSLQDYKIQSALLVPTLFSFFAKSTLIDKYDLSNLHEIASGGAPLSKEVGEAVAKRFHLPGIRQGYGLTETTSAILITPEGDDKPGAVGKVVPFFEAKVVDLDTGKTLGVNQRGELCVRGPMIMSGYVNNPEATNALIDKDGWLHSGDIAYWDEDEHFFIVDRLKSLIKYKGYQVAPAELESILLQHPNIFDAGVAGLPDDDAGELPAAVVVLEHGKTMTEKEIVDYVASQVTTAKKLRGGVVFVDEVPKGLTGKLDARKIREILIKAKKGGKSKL
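Luminescence read by CCD imager after adding enzyme (10nM final) to wells holding compound, titrated in qHTS. Substrates 10uM each D-luciferin and ATP; buffer 50mM Tris acetate pH 7.5, 10mM Mg acetate, Tween-20, BSA.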
IP6K1 inhibitor: Primary qHTS assay for small molecule inhibitors of Inositol hexaphosphate kinase 1 (IP6K1) | IP6K1 kinase, ADP-Glo luminescence, 2 h; active compounds read low | activity change, % (series mostly up to about 58 µM) | 140,000 tested, 0.81% active | AID 1645851, 2021; in the data active = activity change below about -25%
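ADP-Glo luminescence measures ADP made by human IP6K1 during a 2 h RT reaction with ATP/IP6 (mix at 1.3 mM/130 uM); top library doses 57.5 and 19.1 uM final.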
GPT2 inh: Primary qHTS assay for inhibitors of Glutamate pyruvate transaminase 2 (GPT2) | Alanine aminotransferase 2 (Homo sapiens), Q8TD30 | Recombinant GPT2, coupled pyruvate oxidase/HRP Amplex Red fluorescence | Potency, µM (doses to about 57.7 µM), without a hit: at the top dose activity change, negative = inhibition, hits mostly inhibitors | 100,000 tested, 0.25% active | AID 1671188, 2021; note: potency is the fitted concentration of half-maximal effect; nearly all actives have a fitted effect of over 60% in size; many of its hits are not listed in these tables
Target sequence (Q8TD30 whole entry, looked up): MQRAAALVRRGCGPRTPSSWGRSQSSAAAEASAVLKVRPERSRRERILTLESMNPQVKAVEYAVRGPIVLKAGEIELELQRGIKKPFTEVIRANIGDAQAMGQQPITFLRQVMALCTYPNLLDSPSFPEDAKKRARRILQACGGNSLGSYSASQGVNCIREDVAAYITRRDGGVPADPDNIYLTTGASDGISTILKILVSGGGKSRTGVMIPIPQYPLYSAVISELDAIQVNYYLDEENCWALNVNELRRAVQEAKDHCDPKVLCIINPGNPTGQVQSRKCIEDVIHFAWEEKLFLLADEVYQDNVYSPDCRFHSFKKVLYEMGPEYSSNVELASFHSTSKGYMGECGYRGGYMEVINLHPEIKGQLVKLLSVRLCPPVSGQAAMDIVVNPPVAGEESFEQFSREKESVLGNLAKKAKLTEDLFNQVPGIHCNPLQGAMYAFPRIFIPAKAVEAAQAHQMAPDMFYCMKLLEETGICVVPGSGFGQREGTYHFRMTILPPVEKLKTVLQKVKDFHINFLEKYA
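Fluorescence of coupled pyruvate oxidase/HRP/Amplex Red system (50uM Amplex, 30 min, dark) reports pyruvate formed by GPT2. Enzyme reaction: 10ng/uL GPT2, 2mM L-alanine, 250uM a-KG, 30 min room temperature, pH 7.5; 50uM AOA control.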
NIH3T3 tox: Cytotoxic Profiling in NIH 3T3 Cell Line of Diverse Libraries Using Quantitative High-Throughput Screening; 94,000 tested, 4.3% active; Potency, µM (highest dose often 96.7 µM), inactives show at the top dose activity change, negative = cytotoxicity, hits mostly inhibitors; NIH 3T3 viability, CellTiter-Glo ATP luminescence, 48-72 h; note: potency is the fitted concentration of half-maximal effect; nearly all actives have a fitted effect of over 55% in size
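ATP-dependent luminescence (CellTiter-Glo) served as the viability signal for NIH 3T3 cells treated with compound for 48 or 72 hr at 37 °C.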
HEK cytotox: Cytotoxic Profiling in HEK 293 Cell Line of Diverse Libraries Using Quantitative High-Throughput Screening. Potency, µM (doses to about 115 µM), inactives show top-dose activity change, negative = cytotoxicity, hits mostly inhibitors. HEK 293 viability, ATP luminescence (CellTiter-Glo), 48-72 h. 94,000 tested, 6.6% active; note: potency is the fitted concentration of half-maximal effect; nearly all actives have a fitted effect of over 60% in size
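Cytotoxicity was scored by loss of ATP-coupled luminescence (CellTiter-Glo) in HEK 293 cells. Compound treatment ran 48 or 72 hr at 37 degree Celsius, 5% CO2, 95% humidity.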
SNCA expr inh: Primary qHTS assay for inhibitors of alpha-synuclein gene (SNCA) expression | AID 1671194, 2021 | HEK-293 SNCA-luciferase knock-in, luminescence, 24 h | 140,000 tested, 0.17% active | Potency, µM (doses to about 57.2 µM), for inactives: at the highest dose activity change, negative = inhibition, most hits filed as inhibitors;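 note: potency is the fitted concentration of half-maximal effect; plate controls were DMSO cells for no effect and cell-free wells for full effect; nearly all actives have a fitted effect of over 45% in size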
* = called active by the depositor; i = inactive; u = inconclusive; x = not tested or not shown; [ ] = another dose, or the depositor's remark. Unless noted, calls come from the whole dose curve; as a rule, active = well fitted curve in the direction sought with a large enough effect; inconclusive = small, poorly fitted or top-dose-only effect, or another doubt; inactive = no such curve, though single readings can be large; an effect the other way counts as inactive or inconclusive. Unless noted, % is set by controls: 0 for no effect and ±100 for the full control effect. A portion of the library; rates above refer to the full screens.

Preview:
SMILES | HEK293 viab | Luciferase inh | IP6K1 inhibitor | GPT2 inh | NIH3T3 tox | HEK cytotox | SNCA expr inh
CNC(=S)NS(=O)(=O)c1cc(CCNC(=O)c2cc(Cl)ccc2OC)ccc1OC | -10.8% | x | 17.7 | i | x | x | x
CCNC(=O)N(C1CC1)C1CCOC2(CCN(C(=O)c3n[nH]c4ccccc34)CC2)C1 (stereo not drawn) | -2.5% | -5.8% | -11.9 | i | -3.9% | -2.5% | 1.7%
Cc1nnc(-c2cc(-c3ccsc3)ccn2)n1-c1ccccc1 | -16.0%[87.6 µM] | -9.6%[172 µM] | -5.8 | i | u | u | 13.4%[87.6 µM]
COCc1nc(C2CCCN(C(=O)Nc3ccc(C)cc3C)C2)no1 (stereo not drawn) | 2.0%[12.5 µM] | -8.3% | 22.3 | 3.3% | -8.1% | -1.1% | 5.0%
CC(=O)NCCNC(=O)C[C@@H]1CCNC[C@@H]1Cc1cc(-c2ccccn2)on1 | -1.8%[87.6 µM] | -4.4%[172 µM] | 9.9 | 4.8%[88.5 µM] | 0.1%[138 µM] | i | -2.2%[87.6 µM]
Cc1ccc(C(=O)N2CCC(N3CC4(CCCC4)C3c3ccccc3)CC2)s1 (stereo not drawn) | -10.7% | x | 2.9 | i | u | u | -16.9%

The whole of this part, from the first entry:
SMILES | HEK293 viab | Luciferase inh | IP6K1 inhibitor | GPT2 inh | NIH3T3 tox | HEK cytotox | SNCA expr inh
CNC(=S)NS(=O)(=O)c1cc(CCNC(=O)c2cc(Cl)ccc2OC)ccc1OC | -10.8% | x | 17.7 | i | x | x | x
CCNC(=O)N(C1CC1)C1CCOC2(CCN(C(=O)c3n[nH]c4ccccc34)CC2)C1 (stereo not drawn) | -2.5% | -5.8% | -11.9 | i | -3.9% | -2.5% | 1.7%
Cc1nnc(-c2cc(-c3ccsc3)ccn2)n1-c1ccccc1 | -16.0%[87.6 µM] | -9.6%[172 µM] | -5.8 | i | u | u | 13.4%[87.6 µM]
COCc1nc(C2CCCN(C(=O)Nc3ccc(C)cc3C)C2)no1 (stereo not drawn) | 2.0%[12.5 µM] | -8.3% | 22.3 | 3.3% | -8.1% | -1.1% | 5.0%
CC(=O)NCCNC(=O)C[C@@H]1CCNC[C@@H]1Cc1cc(-c2ccccn2)on1 | -1.8%[87.6 µM] | -4.4%[172 µM] | 9.9 | 4.8%[88.5 µM] | 0.1%[138 µM] | i | -2.2%[87.6 µM]
Cc1ccc(C(=O)N2CCC(N3CC4(CCCC4)C3c3ccccc3)CC2)s1 (stereo not drawn) | -10.7% | x | 2.9 | i | u | u | -16.9%
Cc1ccc(Cn2c(C3CCN(C(=O)c4cccs4)CC3)n[nH]c2=O)cc1 | 2.3% | 2.8% | 10.7 | 4.6% | -22.5% | -2.0% | -22.4%
Cc1ccc(-c2nnc([C@H]3CCN(C4CCC4)C3)o2)cc1 | 1.7%[87.6 µM] | -7.4%[230 µM] | -2.3 | i | -32.8%[230 µM] | -19.3%[230 µM] | 104.7%[activator][87.6 µM]
O=S1(=O)NCC2(CCN(CCc3ccccc3)C2)Oc2ccncc21 (stereo not drawn) | 3.3% | x | 1.8 | -3.9% | -0.7% | -5.1% | 28.4%
CS(=O)(=O)NC[C@H]1Cn2c(-c3ccccc3)cnc2CO1 | 6.3%[87.6 µM] | -20.0%[172 µM] | 7.4 | -28.2%[88.5 µM] | -18.2%[174 µM] | -0.3%[172 µM] | 12.9%[87.6 µM]
N#C/C(=C\c1ccc(-c2cccc(Cl)c2)o1)C(=O)Nc1cccc(C(F)(F)F)c1 | u | x | -2.4 | x | x | x | 50.0%[activator]
CSCCC(NC(=O)C1CCCCC1)C(=O)Nc1ccc(F)c(Cl)c1 (stereo not drawn) | 1.3% | x | -0.9 | x | x | x | 1.5%
CC(C)C(=O)N1CCC(Cc2noc(-c3ccncc3)n2)C1 (stereo not drawn) | 3.5% | -3.6% | -3.4 | -1.0% | -18.0% | -10.0% | -8.8%
CC1=C[C@@H](CNC(=O)COCC(=O)O)[C@H](C(C)C)C[C@H]1Cc1nc2ccccc2n1C | 2.6%[87.6 µM] | -13.5%[172 µM] | -2.8 | -7.0%[88.5 µM] | -28.6%[174 µM] | -5.6%[172 µM] | 4.0%[87.6 µM]
Cc1nnc2ccc(N3CCN(S(C)(=O)=O)CC3)nn12 | x | x | 9.0 | x | -11.8%[138 µM] | 4.1%[172 µM] | x
Cn1cccc1-c1noc(C2CCN(C(=O)COc3ccc(F)cc3)CC2)n1 | 4.8% | x | 17.4 | -10.6% | u | u | -4.3%
COc1ccc(C)cc1NC(=O)N1CC(c2nnc(-c3ccncc3)o2)C2(CCOCC2)C1 (stereo not drawn) | -0.1% | 3.3% | 6.8 | i | -1.5% | 1.8% | -5.6%
CNC(=O)[C@H]1C[C@H](Oc2ccccc2)CN1C(=O)NCc1ccc(C)cc1 | 1.2% | -2.4% | 10.8 | i | -5.6% | 1.3% | -3.0%
COc1ccc(OC)c(NC(=O)Cn2c(=O)cc(C)c3c(C)nn(-c4cccc(Cl)c4C)c32)c1 | u | x | 1.3 | x | x | x | 19.5%
COc1cccc(N2CC(NC(=O)C3CCCC3)CC2=O)c1 (stereo not drawn) | 0.5% | x | 12.3 | x | x | x | -18.0%
Cc1ccc(S(=O)(=O)Nc2ccc(C)n(CC(=O)N3CCCCCC3)c2=O)cc1 | -2.4% | -4.8% | 19.8 | i | i | 3.7% | -14.5%
COc1ccc(OC)c(NC(=O)c2c(NCc3cccs3)sc3c2CCCCC3)c1 | -29.0% | x | -3.3 | x | x | x | u
CNC(=O)c1cc(C)nc2onc(C3CCN(C(=O)Cc4ccc(OC)cc4)C3)c12 (stereo not drawn) | x | x | 2.9 | x | -24.4% | -11.9% | x
COC(=O)C1=C(C)N=C2SC=C(CC(=O)NCCOc3ccccc3)N2C1c1cccc(OC)c1 (stereo not drawn) | 12.8% | -13.4% | -6.0 | 2.1% | -26.9% | u | 9.2%
CN1CCN(C2=Nc3cc(Cl)ccc3Nc3ccccc32)CC1 | -10.4% | x | -12.6 | 3.1% | x | x | -4.9%
COc1ccccc1CC(=O)NCc1nnc2ccc(-c3ccccc3)nn12 | -8.6% | 3.5% | 15.3 | -1.0% | -20.7% | -24.9% | 2.5%
COc1cc(-c2onc(C)c2C(=O)N2CCC(Cc3ccc4c(c3)OCO4)CC2)cc(OC)c1OC | 5.5% | -3.8% | 8.1 | -11.5% | u | u | -6.5%
O=C(Cc1cccc(Cl)c1)N1CCCC(c2nn(-c3ccc(F)cc3)c(=O)[nH]2)C1 (stereo not drawn) | -5.1% | -2.7% | 3.9 | 3.8% | -14.9% | u | -9.5%
O=C(Cc1cccc(F)c1)N1CC(CNC(=O)N2CCCC2)C2(CCOCC2)C1 (stereo not drawn) | -3.8% | x | 11.5 | -4.5% | -19.8% | -9.0% | u
O=C(NCC1CN(C(=O)Cc2cccc(C(F)(F)F)c2)CC12CN(c1ccccc1)C2)Nc1ccccc1 (stereo not drawn) | -1.3% | -5.7% | -6.0 | 4.1% | u | u | u
COc1ccc(CCNC(=O)c2ccc3c(c2)N(Cc2ccccc2)CCS3)cc1OC | -28.5% | x | 9.8 | x | x | x | u
COCC1CCCN(Cc2nc(-c3ccccc3Cl)oc2C)C1 (stereo not drawn) | 2.8% | -1.0% | -1.1 | i | -14.3% | -1.3% | 6.3%
COc1ccccc1C(=O)N1CC(CNC(=O)C2CC2)C2(C1)CN(c1ccccc1)C2 (stereo not drawn) | 4.7%[87.6 µM] | 3.2%[172 µM] | 0.6 | 2.9%[88.5 µM] | u | -2.0%[172 µM] | -5.7%[87.6 µM]
CCCSc1nc(-c2ccccc2)[nH]c1S(=O)(=O)c1ccc(C)cc1 | -22.5% | x | -2.8 | x | x | x | -20.5%
O=C(C1CCCCC1)N1Cc2[nH]cnc2C[C@H]1c1nc(-c2ccc3ccccc3c2)no1 | u | u | 2.2 | -7.1%[88.5 µM] | 79.4µM* | u | u
CC(=O)OC1C(=O)C2C3OCC4=C3[C@@](C)(CC[C@@H]4O)CC[C@]2(C)[C@H]1C(C)C (stereo partly drawn) | 6.2% | x | -7.1 | 0.3%[27.3 µM] | x | x | x
c1cncc(CNC[C@H]2Cn3c(-c4ccc5c(c4)OCCO5)cnc3CO2)c1 | -0.3%[87.6 µM] | -3.8%[172 µM] | 25.9 | -3.4%[88.5 µM] | u | -24.0%[172 µM] | -4.8%[87.6 µM]
CCc1ccc(CN(C(=O)Nc2cccc(Cl)c2)c2ccccn2)cc1 | 13.4% | x | 9.0 | x | x | x | 122.1%[activator]
c1ccc(-c2cnc3n2C[C@H](CNCc2cccs2)OC3)cc1 | -1.3%[87.6 µM] | -22.6%[172 µM] | 0.7 | -2.0%[88.5 µM] | u | u | 7.0%[87.6 µM]
O=C(CSc1nc(=O)n(CCN2CCOCC2)c2c1CCC2)Nc1ccc(Cl)c(Cl)c1 | 1.0% | x | -7.6 | x | x | x | 1.4%
O=C(NCc1ccccn1)C1CCCN(c2ccnc3ccnn23)C1 (stereo not drawn) | u | x | 16.9 | -57.1% | u | -21.3% | -4.0%
CC1CCCN(C(=O)CSc2c3c(nc4cc(Cl)ccc24)CCCC3)C1 (stereo not drawn) | u | x | 0.9 | x | x | x | u
CC(=O)Nc1cccc(-c2nc(-c3c(C)noc3C)cc3c2cc(C)n3CCN(C)C)c1 | -4.1%[87.6 µM] | 6.1%[172 µM] | -5.9 | u | u | 79.4µM* | -2.6%[87.6 µM]
COc1ccc(-c2nc(CSc3nncn4c3cc3sccc34)c(C)o2)cc1OC | -1.6% | x | 34.3 | x | x | x | 8.0%
O=C(Nc1ccccc1Br)N1CCC(CN2CCCC2)CC1 | -16.0% | x | 8.4 | x | x | x | u
Cc1c2cnn(CC(=O)NCc3ccc(F)cc3)c(=O)c2c(C)n1Cc1cccc(Cl)c1 | -12.0% | x | 18.1 | x | x | x | -1.1%
O=S(=O)(c1ccc2c(c1)CCC2)N1CC(n2cnnc2C2CCOCC2)C1 | -4.9% | x | 30.6 | i | -23.6% | -17.9% | 21.2%
CCOc1ccc(OCC)c(NS(=O)(=O)c2cc(-c3onc(C)c3C)ccc2OC)c1 | -1.3% | x | 11.4 | x | x | x | 21.0%
O=C(CCc1nnn2c1CN(C(=O)NCc1ccccc1)CC2)N1CCOCC1 | -1.7% | 4.7% | 12.3 | 4.4% | -7.9% | u | -12.2%
COc1ccc(N2CC(NC(=O)C3CC3)CC2=O)cc1OC (stereo not drawn) | 8.9% | x | 14.3 | x | x | x | -5.9%
